UDG counter: counter-screen for AID inhibitors: uracil-DNA glycosylase inhibition | FRET deamination/UDG coupled assay, UDG read, 4 h | Potency, µM (titrated, usually from 115 µM), for the others: top-dose activity change, negative = inhibition, hits mostly inhibitors | 91,000 compounds, 0.14% hits; further: nearly all actives have a fitted effect of over 65% in size
AID inh: blocks human AID cytidine deaminase activity | AID deamination FRET fluorescence, UDG-coupled, 4 h | 91,000 compounds, 0.32% hits | Potency, µM (doses to about 115 µM), for inactives: top-dose activity change, negative = inhibition, hits mostly inhibitors | AID 1347428; further: nearly all actives have a fitted effect of over 25% in size
Target sequence (Q9GZX7 whole entry, looked up): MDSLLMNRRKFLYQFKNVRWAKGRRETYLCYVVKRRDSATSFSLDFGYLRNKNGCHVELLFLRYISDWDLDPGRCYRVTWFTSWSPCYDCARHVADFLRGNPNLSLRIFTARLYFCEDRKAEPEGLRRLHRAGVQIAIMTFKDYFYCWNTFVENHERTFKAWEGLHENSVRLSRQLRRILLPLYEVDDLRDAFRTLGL
* hit, by the source's call; ? = inconclusive; & = joins results of further samples; [ ] = remark or other dose. The call rests on the fitted dose curve; in most records, active means well fitted curve in the direction sought with a large enough effect; inconclusive means small, poorly fitted or top-dose-only effect, or another doubt; inactive means no such curve, though single readings can be large; an effect the other way counts as inactive or inconclusive. On the % scale 0 is the no-effect control and ±100 the full control effect; potency means the concentration at half of the fitted maximal effect. A portion of the library; the hit share may differ from the screen's.

SMILES	UDG counter	AID inh
CC(=O)c1ccc(C(=O)NC2CCc3ccccc32)s1 (configuration not stated)	3%	7%
COc1ccc(C)cc1Nc1ncnc2c1c(-c1ccccc1)cn2-c1ccc(C)cc1	3%[57.5 µM]	-23%
COc1ccc(NC(=C(C#N)C#N)C(F)(F)C(F)(F)F)cc1	-2%	10%
CCCNCC1CCCCC1	2%	-6%
CCc1nc2sc3c(N4CCC(C)CC4)ncnc3c2c2c1CCCC2	?	-9%
CCn1ncc2c(C(=O)Nc3cccc(OC)c3)cc(-c3cccs3)nc21	-11%	-1%
Cc1cccc(C(=O)Nc2ccc(OCc3cc(=O)n4c5c(sc4n3)CCCC5)cc2)c1	7%	20%
COc1ccc(OCc2nc(-c3ccc(-n4cccc4)cc3)no2)cc1	-18%[57.5 µM]	4%
C#Cc1cccc(NC(=O)CCc2ccccc2O)c1	-10%	2%
Cn1c(=O)c2c(nc(Nc3ccc(Cl)c(Cl)c3)n2CC(=O)O)n(C)c1=O	-9%	-3%
COc1ccc2c(CN3CCC(C)CC3)cc(=O)oc2c1	2%	-6%
Cc1ccc(-c2cc(C(=O)Nc3ccc(SC(F)F)cc3)no2)cc1F	43%[activator]	19%
CN1CCN(S(=O)(=O)c2ccc(N(C)CCOc3cccc(Cl)c3)nc2)CC1	-7%	-7%
CCCCNC(=O)CCC(=O)NCc1ccc(F)cc1	0%	5%
CC(C)(C)CC(C)(C)c1ccc(OCC(=O)Nc2ccc(S(=O)(=O)Nc3ncccn3)cc2)cc1	-3%	7%
N#C/C(=C\c1ccc(-c2ccccc2Cl)o1)c1ccc(Cl)cc1	-7%	-9%
CCCCNC(=O)CCc1c(C)nc2c(c(C)nn2-c2ccccc2)c1C	-12%[57.5 µM]	1%
O=C(O)CSCc1ccccn1	4%	19%
CC(=O)Nc1c(C)noc1/C=C\c1ccc(C)c(S(=O)(=O)Nc2ccc(C(C)C)cc2)c1	0%	-13%
COC(=O)c1ccc(COC(=O)C2(c3ccccc3)CC2)cc1	-8%	-7%
CC(Nc1ccc(C(F)(F)F)cc1[N+](=O)[O-])c1ccccn1 (configuration not stated)	1%	-8%
Cc1ccc(NC(=O)Cn2c(=O)n(Cc3nc(-c4ccccc4)no3)c(=O)c3ccccc32)cc1C	7%&-1%	-8%&13%
COc1ccc(NC(=O)c2cn(CC(C)C)c(=O)c3cc(OC)c(OC)cc23)cc1Cl	-5%	27%
Fc1ccc(NN=C2c3ccccc3-c3ccccc32)c(F)c1	-1%	-2%
COc1ccc(CCNC(=O)CCCn2c(=O)c3cccn3c3cccnc32)cc1OC	-1%	2%
Cc1ccc(CCNC(=O)c2cc(-c3ccc(Cl)cc3)n[nH]2)cc1	15%	10%
O=C1/C(=C/c2ccc3ccccc3c2)CCC1C1CCCC1 (configuration not stated)	1%	5%
O=C(Nc1nnc(S(=O)(=O)N2CCOCC2)s1)c1ccc(F)cc1	2%	-14%
COc1ccc(-c2nc(SCc3cc(=O)c4cc(C)ccc4[nH]3)n[nH]2)cc1	-14%	?
NC(=O)CSc1nc2c(oc3ccccc32)c(=O)n1-c1ccccc1F	7%	-7%
CCn1cnc2c1c(=O)n(CC(=O)N(C)Cc1cccs1)c(=O)n2Cc1ccccc1	-2%	1%
O=C(CCC1N=C2c3ccccc3N=C(SCc3ccc(Cl)cc3)N2C1=O)NCc1cccs1 (configuration not stated)	?	-6%
COc1ccc(/C=N/OCC(=O)Nc2cccc(C(F)(F)F)c2)cc1	0%	-11%
Cc1cc(C(=O)O)ccc1-c1ccc(C=O)o1	-4%	5%
Cc1ccc2c(c1)CC(C)N2S(=O)(=O)c1nnc(NC(=O)CC(C)C)s1 (configuration not stated)	-2%[57.5 µM]	3%
COc1cc(OC)c(OC)cc1/C=C(/C#N)c1ccc(Cl)cc1	-12%	-14%
Cc1ccc(NC(=O)Cn2c(=O)n(-c3ccccc3)c(=O)c3ccc(C(=O)NCc4ccc5c(c4)OCO5)cc32)cc1	-4%	9%
Cc1cc(C(=O)OCC(=O)NC(c2ccccc2)c2ccccc2)c2ccccc2n1	2%	8%
COc1cc(OC)cc(OC(C)C(=O)Nc2ccc(F)cc2)c1 (configuration not stated)	-14%	-8%
COCc1cccc(C(=O)NCc2cccs2)c1	9%	3%
CCOc1cc(-c2ccc(C)cc2)nc2ccc(C(=O)NCC(C)O)cc12 (configuration not stated)	-6%	-5%
COc1ccc(CCNC(=O)CN(c2cccc(Cl)c2Cl)S(=O)(=O)c2ccccc2)cc1	-6%	-15%
Cn1c(-c2ccc(F)cc2)cc2ccccc21	0%	-3%
CC(C)(C)OC(=O)N1CCC(c2c(C(=O)N3CCCCC3)cnn2-c2ccc(Cl)cc2)CC1	-8%	-5%
Brc1ccc(-c2noc(Cc3ccccc3)n2)cc1	4%	-8%
COC(=O)C1CCN(C(=O)c2cc(-c3ccccc3)nc3ccccc23)CC1	0%	-7%
CCOC(=O)N1CCc2c(sc3c2c(=O)n(-c2ccc(CC)cc2)c(=O)n3Cc2cccc(Cl)c2)C1	-5%[57.5 µM]	-11%
C[N+]1(Cc2c(Cl)cccc2Cl)CCN(/C=C/C(=O)C(F)(F)F)CC1	-5%	14%

The list goes on, overlapping the part above by 7 compounds.
SMILES	UDG counter	AID inh
COc1ccc(CCNC(=O)CN(c2cccc(Cl)c2Cl)S(=O)(=O)c2ccccc2)cc1	-6%	-15%
Cn1c(-c2ccc(F)cc2)cc2ccccc21	0%	-3%
CC(C)(C)OC(=O)N1CCC(c2c(C(=O)N3CCCCC3)cnn2-c2ccc(Cl)cc2)CC1	-8%	-5%
Brc1ccc(-c2noc(Cc3ccccc3)n2)cc1	4%	-8%
COC(=O)C1CCN(C(=O)c2cc(-c3ccccc3)nc3ccccc23)CC1	0%	-7%
CCOC(=O)N1CCc2c(sc3c2c(=O)n(-c2ccc(CC)cc2)c(=O)n3Cc2cccc(Cl)c2)C1	-5%[57.5 µM]	-11%
C[N+]1(Cc2c(Cl)cccc2Cl)CCN(/C=C/C(=O)C(F)(F)F)CC1	-5%	14%
CC(=O)c1cc2c(cc1NC(=O)CSc1nnc(C3CC3)n1Cc1ccccc1)OCO2	-2%	-10%
COC(=O)c1cc(OCc2cccc(Br)c2)cc(C(=O)OC)c1	0%	-1%
CC(OC(=O)c1sc2cc(F)ccc2c1Cl)C(N)=O (configuration not stated)	5%	-3%
Cn1c(C(=O)Nc2cccc(C(F)(F)F)c2)cc2c(=O)n3ccccc3nc21	-4%	21%
CC(=O)c1ccc(-n2c(C)c(C(C)=O)c3cc(O)ccc32)cc1	3%	0%
CCOCCCn1c(SCC(=O)Nc2cc(C)ccc2C)nc2c(oc3ccccc32)c1=O	5%	-1%
CC1CCCN(CC2CCCCCN2)C1 (configuration not stated)	3%	0%
COc1ccc(C(=O)Nc2nc3n(n2)C(c2ccc(F)cc2)C=C(c2ccc(Cl)cc2)N3)cc1 (configuration not stated)	5%	-1%
CCc1ccc(S(=O)(=O)c2nnn3c2nc(N2CCN(CC)CC2)c2sccc23)cc1	?	?
CCS(=O)(=O)N1CCc2cc(C(=O)COc3ccc(C(=O)c4ccc(F)cc4)cc3)ccc21	1%	-3%
O=C(COc1ccccc1)NCC(c1cccs1)S(=O)(=O)c1ccc(Cl)cc1 (configuration not stated)	3%	?
CC(C)(C)c1ccc(C(=O)Nc2ccc(C(F)(F)F)oc2=O)cc1	-8%	-10%
O=c1c2oc3ccccc3c2n(Cc2ccccc2F)c(=O)n1Cc1ccco1	8%	9%
COc1ccc(CCNc2nc3c(c(=O)n(C)c(=O)n3C)n2Cc2ccc(F)cc2)cc1OC	-9%[57.5 µM]	1%[57.5 µM]
CC12CCC(C[N+](C)(C)C1)C2(C)C (configuration not stated)	2%	-6%
Cc1cc(CS(=O)(=O)Cc2ccccc2Cl)no1	-17%	-9%
Cc1ccnc(NS(=O)(=O)c2ccc(NC(=O)c3cc(=O)c4ccc(C)c(C)c4o3)cc2)n1	-17%[57.5 µM]	-1%
CC1CN(C(=O)N2CCC(C(=O)NCc3ccco3)CC2)c2ccccc2O1 (configuration not stated)	8%	-3%
COc1ccc2c(c1)-c1nc(NC(=O)c3cc(OC)c(OC)c(OC)c3)sc1CC2	-12%	2%
O=c1oc2ccccc2c(NC2CCCCC2)c1NS(=O)(=O)c1ccc(Cl)cc1	-5%	-17%
Cc1ccc(NC(=O)C2CCCN2S(=O)(=O)c2ccc3c(c2)n(C)c(=O)c(=O)n3C)cc1 (configuration not stated)	-2%	-1%
CCC(=O)Nc1sc2c(c1C#N)CCC(C(C)(C)C)C2 (configuration not stated)	3%	1%
Oc1ccc(Cl)cc1C=NCc1ccccc1F	8%	-18%
COc1ccc(C(=O)Nc2cc(C)c(O)c(-c3nc4ccccc4s3)c2)cc1OC	16%	22%
CC(C)(C)OC(=O)N1CCC(c2nnc(SCc3ccccc3Cl)o2)CC1	-21%	-18%
CN(C)c1ccc(CNC(=O)c2ccccc2NC(=O)c2nsc3ccccc23)cc1	2%	27%
O=C(NCCCN1CCOCC1)c1cc(-c2ccc(Cl)s2)nc2ccccc12	1%	-3%
NC(N)=NC(N)=Nc1ccccc1	0%&-2%&10%	4%&-3%&8%
CC1=NS(=O)(=O)c2cc(C(=O)Nc3ccc(C)cc3C)ccc2N1CC(C)C	0%	-10%
CCN(CCC(F)(F)F)C(=O)Cc1c[nH]c2ccccc12	5%	4%
COc1ccc(NC(=O)C(=O)NCc2ccco2)c(OC)c1	-14%[57.5 µM]	-29%[57.5 µM]
Cc1nc(-c2ccc(S(=O)(=O)Nc3ccc(Cl)c(C(F)(F)F)c3)cc2)co1	-8%	-7%
Cc1c(Cl)cccc1NC(=O)c1ccc(NC(=O)N2CCSc3ncccc32)cc1	?	18%
O=c1c2ccccc2n(Cc2c(F)cccc2Cl)c(=O)n1CCc1ccccc1	6%	3%
CCc1cccc(C)c1NC(=O)c1cc(C)nc2c1c(C)nn2-c1cccc(Cl)c1C	1%	-5%
COc1ccc(Nc2ncc(C(=O)Nc3ccc(F)cc3F)c3ccccc23)cc1	3%	21%
COc1cc(CNc2ccc3c(c2)ncn3C(C)C)cc(OC)c1OC	-10%	36%
COC(=O)Cc1c(C)c2ccc(OCc3cccc(Cl)c3)cc2oc1=O	3%	-4%
CCOC(=O)c1cnc2ccc(OCC)cc2c1NCCc1ccc(OC)c(OC)c1	-5%	0%
Cc1ccccc1NC(=O)CSc1nc(-c2ccc(F)cc2)nc2c1Cc1ccccc1O2	-11%	6%
O=C(CCN1C(=O)c2ccccc2Sc2ncccc21)Nc1ccc(F)cc1	-1%	-4%
O=C(CN1CCN(c2ccc(F)cc2)CC1)NC1CCS(=O)(=O)C1 (configuration not stated)	9%	11%
Clc1ccc(Nc2c(-c3ccccc3Cl)nc3ccc(Cl)cn23)cc1	?	15%
O=C(CCS(=O)(=O)c1nc(-c2cccs2)cc(C(F)(F)F)n1)Nc1cccc(O)c1	-10%	12%
Cc1ccccc1CNC(=O)c1c(C)oc2c1C1=NCCN1C=N2	12%	3%
CCCc1nnc2sc(-c3cc(OC)c(OC)c(OC)c3)nn12	7%	-4%
O=C(Nc1ccc(OC2CCCC2)cc1)c1ccncc1	1%	-7%
COc1ccc(OC)c(CNC(=O)CCCn2ccc3cc(S(=O)(=O)N4CCCC4)ccc32)c1	-22%	-12%
CC(C)c1ccc(NC(=O)CN(C)S(=O)(=O)c2ccc3c(c2)c(=O)n(C)c(=O)n3C)cc1	-5%	-11%
Cc1oc2ncn(CC(C)C)c(=O)c2c1C(=O)NCCCN1CCCCC1	23%	68%[activator]
O=C(NCc1cccnc1)C(=O)c1cn(CC(=O)N2CCOCC2)c2ccccc12	-3%	3%
O=C1CC(C(=O)Nc2cccc(Cl)c2)c2c(nc(N3CCCC3)[nH]c2=O)N1 (configuration not stated)	-5%	10%
CCOc1ccc(CCNCc2c(C(=O)O)c(C)n(Cc3ccccc3F)c2C)cc1	-9%	-26%
Cc1cc(Cl)ccc1NS(=O)(=O)c1ccc2c(c1)CC(C)N2C(=O)C1CCC1 (configuration not stated)	9%	-3%
CCCn1c2ccccc2c2cnn(CC(=O)N3CCC(C(=O)OCC)CC3)c(=O)c21	-6%	-11%
CC1CCN(C(CNCC(O)COc2ccccc2)c2cccs2)CC1 (configuration not stated)	-6%	-11%
Cc1sc2ncnc(N3CCOCC3)c2c1-c1ccccc1	6%	-10%
CC(=O)N1c2ccccc2CC1C(=O)N1CCN(c2cccc(Cl)c2)CC1 (configuration not stated)	-15%	-16%
Cc1ccc2nc(Nc3cccc(C(F)(F)F)c3)c3nnnn3c2c1	-3%[57.5 µM]	15%
CCc1ccccc1NC(=O)c1cc(-c2ccc3c(c2)OCO3)on1	13%	4%

Further results follow.
SMILES	UDG counter	AID inh
CC1CCC2(CC1)N=C(c1cccc(F)c1)C(=S)N2 (configuration not stated)	-4%	-6%
COc1ccccc1Nc1nn2c(=O)c3ccc(C(=O)NC(C)c4ccccc4)cc3nc2s1 (configuration not stated)	-7%	?
Cc1ccc(Cl)cc1NC(=O)CSc1ccc(C(=O)O)cn1	8%	2%
O=S(=O)(c1ccccc1)c1nc(-c2ccccc2Cl)oc1N1CCCCCC1	-18%	?
CNC(=O)c1ccc(CN(C(=O)c2ccsc2)C2CC2)cc1	10%	5%
COc1ccc(N2CCN(C(=O)c3cc4c(=O)n(Cc5cccs5)ccc4nc3C)CC2)cc1	-6%[57.5 µM]	16%

Full records as entered above. Order of screens: UDG counter	AID inh
`CC1CCN(C(CNCC(O)COc2ccccc2)c2cccs2)CC1` (configuration not stated) as listed: -6%	-11%
`CCc1cccc(C)c1NC(=O)c1cc(C)nc2c1c(C)nn2-c1cccc(Cl)c1C` as listed: 1%	-5%
`COc1cc(CNc2ccc3c(c2)ncn3C(C)C)cc(OC)c1OC` as listed: -10%	36%
`CC1CN(C(=O)N2CCC(C(=O)NCc3ccco3)CC2)c2ccccc2O1` (configuration not stated) as listed: 8%	-3%
`COc1ccc(NC(=O)C(=O)NCc2ccco2)c(OC)c1` as listed: -14%[57.5 µM]	-29%[57.5 µM]
